bCat nuc transl: modulators of beta-catenin nuclear translocation, primary screen, imaging, HeLa cells, immunofluorescence, high-content. nuclear translocation activity, % at 5 µM. 190,000 compounds, 0.3% hits;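 active means nuclear translocation activity above 50% at 5 µM, with a well cell count of 50 or more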;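 further: per-cell ratio of nuclear to cytoplasmic median beta-catenin stain intensity; plate controls were DMSO negative control for no effect and GSK-3 inhibitor IX positive control for full effect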
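Test system: human HeLa cell line; Doses: 5 µM primary, 0.02–20 µM confirmation; Incubation: 24 h compound exposure, 37°C; Detection: beta-catenin immunofluorescence imaging with DAPI; Read-out: beta-catenin nuclear/cytoplasmic ratio, % activation.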
Dynein cargo inh: inhibitors of GR-EGFP nuclear translocation, primary screen, dynein cargo transport inhibitor project, imaging, high-content, 3617.4 mouse cells; z-score, hits read low; 220,000 compounds, 0.47% hits; test concentration mostly 20 µM; stimulated with dexamethasone, 1 µM; active compounds read low;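 active means plate z-score of nuclear minus cytoplasmic receptor signal below a set negative limit, without overly bright fluorescence or cell loss, cut at about -3.5 in these data, passing the limit was not always enough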;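 further: z-score of nuclear minus cytoplasmic ring GR-EGFP intensity difference per well; some compounds called inactive have numbers as strong as hits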
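Also added: dexamethasone, 1.0 µM final. Medium: tet-free, stripped-serum medium. Detection: fixed, Hoechst-stained cells imaged at 10x for EGFP. Read-out: nuclear-to-cytoplasmic GR-EGFP distribution per well. Times: induction 48 h, compound 1 h, agonist 30 min.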
Autophagy mod: autophagy modulators in MEF cells, primary screen, imaging, high-content, MEF GFP-LC3; MEF GFP-LC3 puncta imaging; test concentration mostly 10 µM; calls only at 10 µM (by protocol); 190,000 compounds, 0.98% hits; AID 463193, 2010;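 active means percentage of spot-positive cells more than 3 SD above its plate mean, without a fluorescence outlier flag or 80% toxicity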;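 further: spot-positive cell cutoff set from DMSO-treated cells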
Yfh1-off respiration: enhancers of respiration in Yfh1-depleted yeast, dose response, Friedreich's ataxia, plus single-dose screen (AID 1465). S. cerevisiae Yfh1-off respiration, WST-1 reduction, 72 h; higher fold induction means a stronger effect. one-dose fold induction at 50 µM; EC50 in µM for titrated hits. 220,000 compounds, 0.074% hits;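 active means fold induction of absorbance versus untreated yeast above a set limit, then at least 30% activation at any dose in follow-up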;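 further: activators that raise dye reduction in frataxin-depleted yeast; strong numbers were not always called active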
MT stabilizer: microtubule stabilizers in HeLa cells, primary screen, imaging, high-content imaging; HeLa tubulin immunostaining HCS, 24 h; share of cells brighter than vehicle mean+2SD; % tubulin-high responders, % at 10 µM; 200,000 compounds, 0.83% hits; AID 2205, 2009;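 active means plate Z-score above 3 for both tubulin-high and condensed-nucleus cell shares, with cell loss under 80%, at 10 µM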;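 further: anti alpha tubulin signal scored within the nucleus-defined area of each cell; some results filed as inactive read as strong as hits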
Insulin prom up: insulin promoter activators in MIN6 cells, imaging, high-content screening, mouse beta cells | 190,000 compounds, 0.3% hits | z-score at 5 µM | MIN6 insulin promoter-GFP reporter; active compounds read high;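 active means z-score above 3 at 5 µM with at least 500 cells counted in the well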
PMI inhibition: human PMI inhibitors, high substrate, primary screen, biochemical, fluorescence intensity, high mannose 6-phosphate (AID 1220); Mannose-6-phosphate isomerase (Homo sapiens); recombinant PMI enzyme, coupled fluorescence intensity; higher % means a stronger effect; one-dose inhibition, % at 20 µM; IC50 in µM for titrated hits; 190,000 compounds, 0.66% hits
PMI inhibitors: inhibitors of human PMI, primary screen, biochemical, fluorescence intensity, coupled assay (AID 1209). Mannose-6-phosphate isomerase (Homo sapiens). purified PMI enzyme, coupled fluorescence intensity; higher % means a stronger effect. inhibition, % at 20 µM; hits with a dose series show IC50 in µM. 190,000 compounds, 0.42% hits;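 further: plate controls were DMSO vehicle for no effect and wells lacking substrate for full effect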
WT yeast gro inh: growth inhibition of WT strain, primary screen, mitochondrial fusion inhibitor project, WT and mutant strains, chemical genetic | mitochondrial fusion phenotypic screen | inhibition, % at 10 µM | 190,000 compounds, 2.1% hits; in the data active means inhibition above about 58%; tested in S. cerevisiae
WT yeast gro inh mutant strain: also measured in WT yeast gro inh; calls as there; inhibition, %; mitochondrial fusion phenotypic screen, mutant strain inhibition
Dynein cargo inh cytoplasmic EGFP: further read-out of Dynein cargo inh, marked with its call; z-score; measured here: cytoplasmic GR-EGFP intensity; active compounds read high
Dynein cargo inh nuclear GR-EGFP: second read-out of Dynein cargo inh, no call of its own (marks repeat the call); z-score; measured here: nuclear GR-EGFP intensity;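 lower value marks the stronger effect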
Dynein cargo inh cell count: recorded beside Dynein cargo inh, whose call it bears; z-score; measured here: cell count per field
Insulin prom up cell count: recorded beside Insulin prom up, whose call it bears; cell count; measured here: cytotoxicity, nuclei count;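 total cells summed across four imaged fields per well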
bCat nuc transl cell count 5 µM: further read-out of bCat nuc transl, marked with its call; cell count; measured here: cell count, cytotoxicity flag
MT stabilizer Hoechst-high %: recorded beside MT stabilizer, whose call it bears; % Hoechst-high responders; measured here: nuclear condensation Hoechst responders;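 share of cells brighter than vehicle mean plus two SD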
MT stabilizer cytotoxicity %: recorded beside MT stabilizer, whose call it bears; toxicity, %; measured here: cytotoxicity by cell density;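 0% = mean cell density of plate MIN control wells and 100% = no cells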
Autophagy mod cell loss 18 h: further read-out of Autophagy mod, marked with its call; toxicity, %; measured here: cell loss, nuclei count;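 cell loss after 18 h compound exposure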
Active calls of the source: *; i = inactive; . = no result given. Unless noted, no stated cut-off is given here; in the data, active means inhibition above about 50%; inactive means the rest.

SMILES	bCat nuc transl	bCat nuc transl cell count 5 µM	Dynein cargo inh	Dynein cargo inh cytoplasmic EGFP	Dynein cargo inh nuclear GR-EGFP	Dynein cargo inh cell count	Autophagy mod	Autophagy mod cell loss 18 h	Yfh1-off respiration	MT stabilizer	MT stabilizer Hoechst-high %	MT stabilizer cytotoxicity %	Insulin prom up	Insulin prom up cell count	PMI inhibition	PMI inhibitors	WT yeast gro inh	WT yeast gro inh mutant strain
Cc1ccccc1C(=O)NCCNc1ccc([N+](=O)[O-])cc1	1.3	934	-0.786	-0.311	0.285	0.485	i	13.1	i	1.6	2.0	2.1	0.81	1582	27.3%	13.0%	20.4	-4.6
c1ccc(CN2CCCC3(CCCN(Cc4nc(COc5ccccc5)no4)C3)C2)cc1 (stereo unspecified)	0.4	1020	-0.17	-0.199	-0.216	-0.415	i	-7.6	i	5.3	2.9	9.9	-0.38	1468	12.9%	14.6%	11.4	18.6
Cc1ccc(C)c(C(=O)CSc2n[nH]c(C(C)C)n2)c1	-0.4	977	-0.533	0.0514	-0.337	0.591	i	7.4	i	3.2	1.8	0.9	-1.23	1307	-12.2%	-7.3%	2.0	-36.3
COc1ccc(N(CC(=O)N2CCCCCC2)S(=O)(=O)c2c(C)[nH]c(=O)[nH]c2=O)cc1	.	.	-0.265	-0.286	0.0343	0.639	i	-9.4	i	2.1	3.4	11.1	-0.97	1072	-7.7%	-9.7%	5.5	-9.6
COc1cc2nc(C3CCC3)n(NC(=O)C(OC(C)=O)c3ccccc3)c(=O)c2cc1OC (stereo unspecified)	-2.7	800	-0.0276	-0.195	0.18	0.127	i	-4.6	i	3.0	3.0	10.3	-0.44	1129	-1.8%	-2.2%	-23.5	-8.6
O=C(NCc1cccnc1)C(=O)Nc1nc2ccccc2s1	-1.5	1104	-0.528	-0.382	-0.787	0.456	i	-6.0	i	2.8	1.9	6.1	0.4	1276	1.3%	-10.8%	0.3	-9.2
COc1cccc(/C=N/n2c(=S)n(C)c3cc(C)c(C)cc32)c1OC	-0.8	1387	0.888	-0.219	-0.611	-0.449	i	-2.6	i	2.7	2.1	3.3	-0.05	1577	4.5%	6.8%	9.7	10.9
C#CCSC1=C(C#N)C(c2cccs2)C(C(=O)OCC)=C(C)N1 (stereo unspecified)	-4.8	1130	0.792	-0.0655	1.24	-0.0118	i	2.4	i	2.9	3.5	10.4	1.29	1052	-17.1%	3.5%	5.8	10.1
CCc1ccc(C(=O)c2cncc(Br)c2)cc1	-0.8	1061	-0.175	-0.0335	0.0361	0.74	i	27.5	i	1.5	1.2	2.0	0.37	1656	7.3%	5.0%	-11.8	-10.3
Cc1cc(C)n2nc3nc4c(cc3c2n1)CCCC4	-2.3	1437	1.92	-0.259	0.546	0.244	i	-16.6	i	3.7	2.8	18.3	-0.61	1528	4.7%	8.9%	15.3	0.6
OC(c1cccc(OCc2ccccc2)c1)c1nnc(-c2ccccc2)o1 (stereo unspecified)	.	.	-0.42	-0.311	-0.825	0.459	i	-2.4	i	4.4	3.3	7.6	0.53	1251	12.2%	12.1%	31.1	8.3
COC(=O)C1=C(C)N(c2ccc(C)cc2)/C(=C/c2ccc(O)cc2)C1=O	-0.5	1510	-0.826	-0.183	-0.404	0.422	i	12.4	i	2.5	1.0	8.7	-1.02	1488	-3.5%	4.5%	5.8	0.5
Cc1cccc(N2C(=O)CCC2=O)c1	-0.5	1183	0.323	-0.201	0.305	-0.691	i	-6.1	i	3.0	2.7	20.0	0.17	1246	-6.2%	-4.2%	-1.6	11.7
O=C(O)/C=C/C(=O)Nc1ccc2nccnc2c1	-0.5	1082	-0.0534	-0.343	-0.0404	-0.86	i	2.8	i	0.9	1.2	5.1	-0.54	1307	56.2%*	8.0%	-18.3	-11.3
CC(C)CC(C(=O)OCC(=O)c1c(N)n(C)c(=O)n(C)c1=O)N1C(=O)C2CC=CCC2C1=O (stereo unspecified)	-0.7	1070	-0.718	-0.364	-0.0314	1.63	i	-3.2	i	4.3	1.4	8.6	-0.1	1306	3.4%	4.3%	22.0	9.5

Individual results from the results shown.
MT stabilizer, `Cc1cc(C)n2nc3nc4c(cc3c2n1)CCCC4` = 3.7
PMI inhibitors, `c1ccc(CN2CCCC3(CCCN(Cc4nc(COc5ccccc5)no4)C3)C2)cc1` (stereo unspecified) = 14.6%

More results follow.
SMILES	bCat nuc transl	bCat nuc transl cell count 5 µM	Dynein cargo inh	Dynein cargo inh cytoplasmic EGFP	Dynein cargo inh nuclear GR-EGFP	Dynein cargo inh cell count	Autophagy mod	Autophagy mod cell loss 18 h	Yfh1-off respiration	MT stabilizer	MT stabilizer Hoechst-high %	MT stabilizer cytotoxicity %	Insulin prom up	Insulin prom up cell count	PMI inhibition	PMI inhibitors	WT yeast gro inh	WT yeast gro inh mutant strain
CCNC(=S)Nn1cnc2ccccc21	0.3	1293	-0.0178	-0.755	-0.15	-0.191	.	.	i	.	.	.	0.08	1094	.	.	.	.
COc1cc(NC(=O)CSCC(=O)Nc2cc(OC)cc(OC)c2)cc(OC)c1	-0.4	1275	2.56	-0.518	1.5	-2.3	.	.	i	.	.	.	0.03	1021	.	.	.	.
CCN(C1CCCCC1)S(=O)(=O)c1cn(C)c(=O)n(C)c1=O	1.5	937	-0.166	-0.238	-0.0756	0.173	i	4.3	i	2.0	3.5	5.7	-0.15	1594	2.7%	4.1%	-3.2	2.2
COC(=O)c1ccc(Oc2cc(C)nc(Cl)n2)cc1	0.3	1544	-1.18	-0.323	-0.8	1.58	i	3.5	i	3.3	2.6	6.0	0.36	1384	-5.3%	-2.5%	-6.0	-5.0
CC(=O)N1N=C(c2ccccc2O)OC1(C)CC(=O)Nc1ccccc1 (stereo unspecified)	-1.3	961	-0.0114	-0.219	0.432	-0.829	i	-1.4	i	1.8	3.1	4.8	1.1	1276	-27.2%	-10.9%	-16.6	-11.4
Cc1nn(CC(=O)NCCCN2CCOCC2)c(C)c1[N+](=O)[O-]	-1.5	1129	-0.607	-0.178	-0.5	-0.211	i	-29.7	i	3.0	1.9	2.6	-0.11	1706	6.7%	9.2%	14.7	18.6
CCc1cccc2c(C(=O)COC(=O)/C=C/c3ccccc3OC)c[nH]c12	-2.2	1079	0.63	-0.123	0.373	-0.886	i	7.4	i	6.4	2.0	4.8	0.11	1598	2.7%	16.7%	-0.4	-12.4
O=C(CNCc1ccccc1Cl)Nc1ccc2c(c1)OCCO2	-1.0	1112	-0.192	-0.19	-0.397	0.0392	.	.	i	.	.	.	0.34	1560	.	.	.	.
Cn1nc(C(=O)Nc2ccc(S(=O)(=O)N3CCCCC3)cc2)ccc1=O	-0.2	1409	-0.668	-0.306	-0.148	1.57	i	-0.3	i	5.8	1.4	2.1	-0.78	1395	-4.0%	-2.8%	-20.8	-16.8
S=C(Nc1ccc(Cl)cc1)N1CCCCC1	0.3	1024	-0.965	-0.139	-0.808	1.05	i	-4.9	i	2.1	1.6	1.9	0.28	1289	12.1%	7.6%	-3.2	-6.2
CC(=O)NC1=NN(C(C)=O)C(c2ccc(C)cc2)S1 (stereo unspecified)	-0.9	1092	-0.729	-0.221	-0.291	1.46	i	-5.2	i	2.6	1.5	7.8	0.12	1483	8.1%	12.1%	-11.8	-7.9
Cc1cccc(N(C(=O)c2csnn2)C(C(=O)NC(C)(C)C)c2cccs2)c1 (stereo unspecified)	0.8	1322	-0.793	-0.191	-0.577	0.643	i	1.4	i	0.9	1.8	4.5	-0.02	1496	6.3%	5.1%	20.3	8.1
CCc1c(C)sc(NC(=O)c2cc(C3CC3)on2)c1C#N	2.5	1075	-0.968	-0.243	-0.549	0.533	i	10.7	i	2.0	3.0	4.7	0.49	981	1.7%	-12.7%	10.3	5.1
O=C1[C@@H]2C(c3cccnc3)=NO[C@@H]2C(=O)N1c1ccc(Cl)cc1Cl	-2.0	1089	1.6	-0.216	0.712	-0.356	.	.	i	.	.	.	-0.35	1477	.	.	.	.
O=C(CSCc1cccc(Cl)c1)N/N=C/c1ccc(OCC(=O)N2CCCCC2)cc1	.	.	0.548	-0.177	0.56	-0.0985	i	-32.7	i	2.3	2.0	7.0	.	.	4.4%	-5.0%	-0.7	-2.4
COc1ccc(OC)c(C2/C(=C(\O)c3ccc(OC)c(Cl)c3)C(=O)C(=O)N2CCN(C)C)c1 (stereo unspecified)	.	.	-0.97	-0.243	-0.913	0.959	i	0.8	i	2.5	2.0	1.5	-0.1	1296	-6.7%	1.0%	4.4	10.0
N/N=C(\Cc1cscn1)c1ccc(O)cc1O	-0.4	1280	0.827	-0.054	0.495	0.479	.	.	i	.	.	.	-0.33	1126	.	.	.	.
CC1(C)CC(=O)N(CC(=O)NCc2ccc(F)cc2)c2ccccc2S1(=O)=O	.	.	1.06	-0.163	0.87	-0.371	i	2.4	i	5.5	3.0	6.1	-0.61	995	5.0%	8.0%	-0.8	-4.0
CC(=O)NCC(=O)OCc1ccc([N+](=O)[O-])cc1	-2.6	541	-0.379	-0.282	-0.512	0.918	i	14.3	i	2.0	1.5	11.6	1.39	1159	-0.5%	-7.2%	-11.2	-9.3
Cn1c(N2CCOCC2)nc2c1c(=O)n(Cc1ccc(Cl)cc1)c(=O)n2C	.	.	-0.171	-0.274	-0.15	-0.0319	i	-5.7	i	3.1	1.2	5.5	.	.	.	.	.	.

Bioassay records (PubChem)
